Bioassay records (PubChem BioAssay)
Vif-APOBEC3F blk: blocks the Vif interaction with APOBEC3F. 0.2% of 390,000 active. AID 602313. Potency, µM (series often up to 46.1 µM), for the others: top-dose activity, negative = active. HeLa A3F-eYFP + Vif (tagged APOBEC3F with the HIV-1 protein that degrades it), YFP fluorescence increase; further: potency means the concentration at half of the fitted maximal effect; % of control where 0% means no effect; nearly all actives have a fitted effect of over 65% in size
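HeLa cells stably expressing A3F-eYFP plus Vif, plated and incubated overnight at 37 deg C, then exposed to compounds overnight at 37 deg C. Blocked degradation read as raised yellow fluorescence (Ex 488/Em 500-530).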
GRP78 ERSR act: inducers of ER stress response in human glioma cells. Potency, µM, without a hit: top-dose activation, usual class: activators. 0.02% of 420,000 active. U87-MG GRP78 promoter luciferase reporter, 16 h; further: potency means the concentration at half of the fitted maximal effect; series mostly up to about 76 µM; % of control where 0% means no effect; nearly all actives have a fitted effect of over 35% in size
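ERSR induction read as luciferase luminescence (Bright-Glo, 10 min at room temperature) in stably transfected human U87-MG glioma cells exposed to compounds for 16 h, using GRP78 as sensor.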
RGS4 inh: blocks human RGS4-accelerated GTP hydrolysis; P49798; Transcreener GDP fluorescence polarization, RGS4-accelerated GTP hydrolysis; Potency, µM (titrated, usually from 114 µM), for inactives: top-dose activity change, negative = inhibition, hits mostly inhibitors; 0.039% of 390,000 active; further: potency means the concentration at half of the fitted maximal effect; on the % scale 0 is the no-effect control and ±100 the full control effect; nearly all actives have a fitted effect of over 75% in size; some results filed as inactive show a strong effect at the top dose
Target sequence (P49798 whole entry, looked up): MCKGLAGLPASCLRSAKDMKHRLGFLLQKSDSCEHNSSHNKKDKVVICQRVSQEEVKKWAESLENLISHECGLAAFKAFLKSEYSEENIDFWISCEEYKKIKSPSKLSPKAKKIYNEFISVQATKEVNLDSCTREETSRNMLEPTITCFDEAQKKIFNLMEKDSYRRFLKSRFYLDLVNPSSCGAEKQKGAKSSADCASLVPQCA
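MLSMR compounds (23 nl, pin-transferred) preincubated 10 min at room temperature with a 500nM (2x) first reagent, then RGS4 at 900nM (2x) plus Transcreener GDP mix added; fluorescence polarization (620/688 nm) read before and after 90 min at 30 °C.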
mIDH1 inhibitor: inhibitors of human mutant IDH1 R132H; O75874; IDH1-R132H enzyme, NADPH consumption, diaphorase/resazurin fluorescence; Potency, µM (titrated, usually from 76.6 µM), for the others: top-dose activity change, negative = inhibition, actives largely listed as inhibitors; 0.093% of 390,000 active; AID 602179; further: potency means the concentration at half of the fitted maximal effect; on the % scale 0 is the no-effect control and ±100 the full control effect; nearly all actives have a fitted effect of over 65% in size
Target sequence (O75874 whole entry R132H, stated change not applied): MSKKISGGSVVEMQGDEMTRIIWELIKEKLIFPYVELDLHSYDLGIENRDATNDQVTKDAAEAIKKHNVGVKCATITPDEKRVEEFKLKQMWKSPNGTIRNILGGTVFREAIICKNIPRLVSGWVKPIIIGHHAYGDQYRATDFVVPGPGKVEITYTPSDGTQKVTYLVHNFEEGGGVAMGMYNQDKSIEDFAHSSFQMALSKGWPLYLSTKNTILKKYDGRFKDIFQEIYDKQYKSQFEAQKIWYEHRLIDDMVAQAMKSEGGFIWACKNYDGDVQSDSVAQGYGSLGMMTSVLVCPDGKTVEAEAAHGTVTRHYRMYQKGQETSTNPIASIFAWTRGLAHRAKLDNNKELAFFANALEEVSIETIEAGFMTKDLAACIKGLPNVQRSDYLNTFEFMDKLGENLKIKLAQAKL
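IDH1-R132H (0.5 ug/mL dispensed) in pH 7.5 Tris buffer was preincubated 30 min with compound, then given a substrate mix of 0.016 mM NADPH and 2 mM alpha-KG for 80 min at room temperature; remaining NADPH was read by diaphorase/resazurin fluorescence.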
USP1 inh: blocks the human USP1/UAF1 deubiquitinase complex. 0.23% of 390,000 active. Potency, µM (doses to about 57.1 µM), for the others: at the top dose activity change, negative = inhibition, hits mostly inhibitors. recombinant USP1/UAF1, Ub-Rhodamine cleavage fluorescence; further: potency means the concentration at half of the fitted maximal effect; on the % scale 0 is the no-effect control and ±100 the full control effect; nearly all actives have a fitted effect of over 60% in size; inactives centre near -12
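Step one: compound is pinned into 1nM USP1/UAF1 in HEPES pH 7.8 buffer with TCEP. Step two: 15 min room-temperature incubation. Step three: Ub-Rho (150nM final) starts cleavage, tracked by fluorescence over six one-minute reads.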
TrxR1 substrate: substrates of rat thioredoxin reductase 1 | purified TrxR1 substrate turnover, NADPH consumption readout | Potency, µM (top dose mostly 114 µM), inactives show top-dose activity change, negative = substrate turnover | 0.01% of 390,000 active; further: potency means the concentration at half of the fitted maximal effect; on the % scale 0 is the no-effect control and ±100 the full control effect; nearly all actives have a fitted effect of over 50% in size
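Rat TrxR1, dispensed at 90 nM, was prereduced with 400 uM NADPH (final) for 5 min at ~22 deg C, then incubated with compound 15 min before 400 uM selenite. A first-read NADPH fluorescence drop versus no-compound background flagged substrates.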
TrxR1 inh: inhibitors of rat thioredoxin reductase 1; recombinant rTrxR1, NADPH fluorescence consumption, selenite substrate; 1% of 390,000 active; O89049; Potency, µM (doses to about 114 µM), without a hit: top-dose activity change, negative = inhibition, actives largely listed as inhibitors; AID 588453; further: potency means the concentration at half of the fitted maximal effect; on the % scale 0 is the no-effect control and ±100 the full control effect; nearly all actives have a fitted effect of over 65% in size
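Rat TrxR1 (90 nM in the dispensed reagent) was pre-reduced with 400 uM NADPH for 5 min at room temperature, then incubated with compound for 15 min. After 400 uM selenite was added, NADPH fluorescence (Ex 340/Em 450 nm) was followed for 8 min.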
Vif-APOBEC3G blk: blocks the Vif interaction with human APOBEC3G | AID 602310 | HeLa A3G-eYFP + Vif (tagged APOBEC3G with the HIV-1 protein that degrades it), YFP fluorescence, overnight | Q9HC16 | 0.076% of 410,000 active | Potency, µM (highest dose often 46.1 µM), for the others: at the highest dose activity, negative = active, most hits filed as inhibitors;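 further: potency means the concentration at half of the fitted maximal effect; on the % scale 0 is the no-effect control and ±100 the full control effect; nearly all actives have a fitted effect of over 60% in size; hits raise eYFP signal because A3G escapes Vif-driven loss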
Target sequence (Q9HC16 whole entry, looked up): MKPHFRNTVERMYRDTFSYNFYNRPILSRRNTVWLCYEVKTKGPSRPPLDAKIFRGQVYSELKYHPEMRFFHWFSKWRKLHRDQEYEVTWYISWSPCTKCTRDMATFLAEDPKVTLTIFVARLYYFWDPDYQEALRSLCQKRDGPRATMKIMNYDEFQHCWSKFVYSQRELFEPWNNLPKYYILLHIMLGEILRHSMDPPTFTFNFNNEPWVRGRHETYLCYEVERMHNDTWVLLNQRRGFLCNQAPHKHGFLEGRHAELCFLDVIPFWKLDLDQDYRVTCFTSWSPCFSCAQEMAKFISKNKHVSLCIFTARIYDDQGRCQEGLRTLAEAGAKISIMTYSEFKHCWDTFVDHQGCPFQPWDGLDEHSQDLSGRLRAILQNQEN
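Read-out is eYFP fluorescence (Ex 488/Em 500-530) from Vif-expressing HeLa A3G-eYFP cells; more signal means A3G escaped Vif-mediated degradation. Cells plated overnight, compound pinned in, incubated overnight at 37 deg C.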
LDHA inh: inhibitors of human lactate dehydrogenase A; purified LDHA, NADH/diaphorase-resazurin fluorescence; stronger effect = lower value; P00338; 0.15% of 480,000 active; activity change, % (values are at about 110 or 230 µM); in the data active means activity change below about -30%; inconclusive means mostly about -25% to -30%;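 further: plate controls were DMSO wells for no effect and wells without enzyme for full effect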
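LDH5 2 nM; NADH 0.06 mM, pyruvate 0.2 mM; 200 mM Tris pH 7.4, EDTA, Tween-20; 5 min RT. Detection: diaphorase 0.133 mg/mL + resazurin 37 µM, fluorescence ex540/em590 at 0 and 20 min; normalized to enzyme-free and DMSO wells.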
* hit, by the source's call; u = inconclusive; x = not tested or not shown; [ ] = remark or other dose. Unless noted, the call rests on the fitted dose curve; in most records, active means well fitted curve in the direction sought with a large enough effect; inconclusive means small, poorly fitted or top-dose-only effect, or another doubt; inactive means no such curve, though single readings can be large; an effect the other way counts as inactive or inconclusive. A portion of the library; rates above refer to the full screens.

Results follow in this order: Vif-APOBEC3F blk, GRP78 ERSR act, RGS4 inh, mIDH1 inhibitor, USP1 inh, TrxR1 substrate, TrxR1 inh, Vif-APOBEC3G blk, LDHA inh
CCOc1ccc(NC(=O)CN(C)C(=O)c2ccc(-c3ccc(C(C)=O)cc3)o2)cc1OCC
  -12%, 1%, -13%, -1%, 0%, 10%, -13%, 0%, 0
CC(C)C(=O)N1CCN(S(=O)(=O)c2ccc3ccccc3c2)CC1
  -24%, -4%, -32%, 9%, -15%, 9%, 16%, 0%, 4
O=C1N(c2ccc(Cl)c(Cl)c2)CN(Cc2ccccc2)CN1n1cnnc1
  -10%, 0%, 24%, 4%, -7%, -3%, 9%, 0%, -15
COC(=O)C1=C(C)NC(=O)CC1c1ccccc1OC (stereo not given)
  -24%, 2%, 8%, 1%, -8%, 0%, 4%, -5%, -9
Cc1nn2c(N3CCN(c4ccccn4)CC3)cc(C(C)C)nc2c1-c1ccccc1
  -3%, 1%, 25%, 3%, u, 77%[activator], 70%[activator], 2%, -16
Cc1ccc(Cl)c(OCC(=O)Nc2ccccc2N2CCCCC2)c1
  3%, 1%, 4%, 4%, -28%, 0%, -1%, -5%, -2
Cn1c(NC(=O)c2ccc(Cl)cc2)cc(=O)n(C)c1=O
  -18%, -3%, 14%, -8%, -16%, 0%, 8%, -6%, -3
COc1cccc(C(=O)Nc2cnn(C(C)C)c2)c1
  9%, 0%, -19%, 8%, -16%, -2%[57.1 µM], 19%[57.1 µM], 1%, -3
CCCOc1ccc(C2C(C(=O)OC)=CN(CCOC)C=C2C(=O)OC)cc1
  -8%, -2%, -27%, 2%, -18%, 581%[activator], u, -1%, -2
Cc1onc(C(=O)NCCc2ccccc2)c1[N+](=O)[O-]
  20%, 0%, -19%, 0%, -3%, 11%[57.1 µM], 1%[57.1 µM], 1%, -2
Cc1noc(C)c1COc1ccc(C(=O)N2CCC(C)CC2)cc1
  1%, 3%, -19%, 6%, 1%, -5%, 5%, 1%, -3
CC1(c2nnc(Cc3ccccc3)o2)CC(c2ccccc2F)=NO1 (stereo not given)
  0%, -5%, -10%, -7%, -21%, -1%, 18%, 0%, -2
Cn1c(-c2cccc([N+](=O)[O-])c2)cnc1NCc1cccc([N+](=O)[O-])c1
  -17%, 1%, -7%[56.9 µM], -5%, -20%, 0%, 14%, 12%, -13
O=C(C1CC(=O)N(c2ccc3c(c2)OCCO3)C1)N1CCN(c2ccccc2)CC1 (stereo not given)
  -2%, -7%, 13%, -1%, 1%, -7%, 10%[57.1 µM], -1%, -6
CN(C)S(=O)(=O)c1ccc(C(=O)NCC(=O)N/N=C/c2ccco2)cc1
  0%, -2%, 15%[11.4 µM], -4%, -10%, -1%, 15%, 6%, -1
Cc1cc(C)c(-c2csc(Cc3nc(-c4cc5ccccc5oc4=O)cs3)n2)cc1C
  -16%, -2%, u, 0%, -17%, 8%, -4%, -5%, -4
Cc1cc(C)nc(SC2CC(=O)N(c3ccc(C)c(C)c3)C2=O)n1 (stereo not given)
  -8%, -2%, 1%, 1%, -8%, 2%, 11%, -30%, 0
COc1ccc2cc3cc(C(=O)Nc4ccc5c(c4)OCO5)oc3nc2c1
  7%, -3%, -30%, 4%, u, -11%, -15%, 0%, 2
O=C(NCc1ccc(F)cc1)C1CCCN1S(=O)(=O)c1ccccc1C(F)(F)F (stereo not given)
  5%, -2%, 3%, -13%, -2%, 1%, 17%, 0%, -2
C=CCc1ccc(OCCOCCNCCCC)c(OC)c1
  x, -3%, 26%, 16%, 5%, -5%, -21%, -1%, -13
O=C(NCCCn1cccn1)C1CCC(=O)N(Cc2ccccc2F)C1 (stereo not given)
  -7%, -4%, 15%, 1%, -23%, 5%, 14%, 1%, -2
N#C/C(=C(/O)c1ccc(F)cc1)c1nc2ccccc2s1
  -2%, 9%, -32%, 12%, -14%, -4%[57.1 µM], 1%[57.1 µM], -3%, -4
COC(=O)Cn1ncc(N2C3CC(CC(C)(C)C3)C2C)c(Cl)c1=O (stereo not given)
  8%, 2%, -6%, 6%, 4%, -8%, -10%, -2%, 3
COc1ccccc1-c1nnc(NC(=O)C(C)C)s1
  -1%, 7%, 29%, 7%, -16%, 17%[57.1 µM], 14%[57.1 µM], -9%, -4
Cc1noc(C)c1C(=O)OC(C(=O)NC1CCCC1)c1ccc(F)cc1 (stereo not given)
  1%, -7%, -9%, 2%, -4%, -2%, 4%, -5%, -4
Cc1ccc(NC(=O)NCc2nc3ccccc3n2C)cc1
  0%, 0%, 6%, -4%, -8%, 0%, 16%, 2%, -5
Cc1ccc(-c2nc(N3CCN(S(=O)(=O)c4ccc(F)cc4)CC3)c3ccc(Cl)cc3n2)cc1
  x, -2%, 0%, x, x, -2%[0.457 µM], 6%, 1%, -4
O=C(Oc1cc(=O)oc2c1c(=O)n1c3c(cccc23)CC1)c1ccccc1
  3%, -2%, -19%, 2%, -9%, 5%[57.1 µM], 6%[57.1 µM], 4%, 7
Cc1ccc(NC(=O)CCS(=O)(=O)c2cc3c(cc2Cl)NC(=O)CO3)cc1
  -20%, 0%, 11%, 2%, -5%, -6%, 21%, 4%, -8
CC1=C(C(=O)Nc2ccccc2)C(c2cccnc2)n2nc(-c3cccnc3)nc2N1 (stereo not given)
  -8%, -5%, -22%, -4%, -16%, 11%, 28%, 1%, -7
NC(=O)COc1ccccc1
  2%, 4%, -13%, 0%, -7%, 7%, 19%, 1%, -4
CCOc1cccc2sc(N(CCCN(C)C)C(=O)c3ccc(S(=O)(=O)N4CCCCCC4)cc3)nc12
  -13%, -3%, 20%, 8%, -16%, -2%, -6%, 3%, -6
CCOc1ccccc1NC(=O)C1CCCN(S(=O)(=O)c2ccc(OC)c(C)c2)C1 (stereo not given)
  0%, -6%, -1%, 1%, -14%, 8%[57.1 µM], 7%[57.1 µM], -5%, 1
C=C(C)C(=O)N1CC2(CC(c3cccc(NC(=O)/C=C\C=C/C)c3)=NO2)C[C@H]1C(N)=O (stereo not given in full)
  -6%, -3%, u, -8%, -30%, 2%, 20µM*, 0%, 4
CCN1CCN(C(=O)CCNC(=O)Cn2cnc3ccccc3c2=O)CC1
  2%, -5%, 5%, 7%, 2%, 1%, 14%, 0%, -5
O=C(CNC(=O)c1ccccc1)OCC(=O)c1ccccc1Cl
  -4%, 0%, 9%, -11%, -15%, -7%, 0%, 0%, -10
Nc1c(C(=O)C2CC2)sc2nc3c(cc12)CCC3
  8%, 5%, -22%, 2%, -23%, -1%, -15%, 0%, 2
CC(C)CCNCC(=O)NC(c1ccccc1)c1ccccc1
  -25%, -5%, -30%, 7%, -13%, 7%[57.1 µM], 10%[57.1 µM], 0%, -7

Compounds above with an aryl methoxy group, in the order listed:
Results follow in this order: Vif-APOBEC3F blk, GRP78 ERSR act, RGS4 inh, mIDH1 inhibitor, USP1 inh, TrxR1 substrate, TrxR1 inh, Vif-APOBEC3G blk, LDHA inh
COC(=O)C1=C(C)NC(=O)CC1c1ccccc1OC (stereo not given)
  -24%, 2%, 8%, 1%, -8%, 0%, 4%, -5%, -9
COc1cccc(C(=O)Nc2cnn(C(C)C)c2)c1
  9%, 0%, -19%, 8%, -16%, -2%[57.1 µM], 19%[57.1 µM], 1%, -3
COc1ccc2cc3cc(C(=O)Nc4ccc5c(c4)OCO5)oc3nc2c1
  7%, -3%, -30%, 4%, u, -11%, -15%, 0%, 2
C=CCc1ccc(OCCOCCNCCCC)c(OC)c1
  x, -3%, 26%, 16%, 5%, -5%, -21%, -1%, -13
COc1ccccc1-c1nnc(NC(=O)C(C)C)s1
  -1%, 7%, 29%, 7%, -16%, 17%[57.1 µM], 14%[57.1 µM], -9%, -4
CCOc1ccccc1NC(=O)C1CCCN(S(=O)(=O)c2ccc(OC)c(C)c2)C1 (stereo not given)
  0%, -6%, -1%, 1%, -14%, 8%[57.1 µM], 7%[57.1 µM], -5%, 1
